Screening data (PubChem)
MEKK2wt PB1 HTS – raises or lowers MEK5 binding to wildtype human MEKK2 PB1 domain. Q9Y2U5. bead flow cytometry, Alexa488-MEK5 binding to MEKK2 WT; actives lie on both sides. binding response (% of control), % at 10 µM. actives 1.1% (n = 290,000); in the data active means binding response below about 67% or above about 130%
NALP1 yeast inh – NALP1 inhibition | S. cerevisiae NALP1/ASC/caspase-1 growth, X-gal OD620, 72 h | inhibition, % at 10 µM | actives 0.61% (n = 280,000); in the data active means inhibition mostly above about 24%, no sharp cut-off; inactive means mostly below about 32%; further: some compounds called inactive have numbers as strong as hits
PfM18AAP inh – PfM18AAP enzyme inhibition; inhibition, % at 7.35 µM; recombinant PfM18AAP, H-Glu-NHMec fluorogenic cleavage; actives 1.2% (n = 290,000);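 active means inhibition above the campaign mean inhibition over all tested compounds plus 3 SD, cut at about 28% in these data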;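 further: 0% = plate median of test compound wells and 100% = 2 mM ZnCl2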
MEKK2mut PB1 HTS – signal of MEK5 binding to mutant human MEKK2 PB1 domain. bead flow cytometry, Alexa488-MEK5 binding to MEKK2 mutant. percent response, % at 10 µM. actives 0.35% (n = 290,000). AID 1530; in the data active means percent response above about 24%, passing the limit was not always enough; further: inactives centre near 1; some results filed as inactive read as strong as hits
GalR3 antagonist – antagonists of human GalR3. HEK293 GalR3-CNG cAMP membrane potential fluorescence; galR3 body fused to GalR1 C-terminus. inhibition, % at 3 µM. actives 0.44% (n = 360,000). AID 651719;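 active means inhibition above the screen-wide average plus 3 SD, cut at about 13% in these data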;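 further: forskolin and galanin both at EC90 stimulate the cells; cAMP rise reported by CNG channel membrane potential dye signal; 0% = forskolin plus galanin with DMSO and 100% = forskolin alone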
Target sequence (O60755 1-299 limits assumed): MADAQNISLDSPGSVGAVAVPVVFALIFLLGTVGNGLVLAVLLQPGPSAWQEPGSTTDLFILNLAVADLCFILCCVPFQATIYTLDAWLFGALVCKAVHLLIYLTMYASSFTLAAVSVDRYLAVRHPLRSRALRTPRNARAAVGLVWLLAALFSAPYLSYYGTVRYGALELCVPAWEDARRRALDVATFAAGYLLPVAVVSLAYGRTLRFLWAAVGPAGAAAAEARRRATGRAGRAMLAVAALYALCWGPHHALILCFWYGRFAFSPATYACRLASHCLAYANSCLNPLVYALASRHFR
V1R ag counter – activates human V1a receptor in oxytocin agonist counter-screen; activation, % at 3 µM; CHO-V1R cells, Fluo-8 calcium fluorescence, agonist mode; 0% DMSO, 100% 3 nM vasopressin; P37288; actives 0.25% (n = 320,000);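 active means activation above the mean activation of all tested compounds plus 3 SD, per screening run, cut at about 20% in these data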;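 further: signal is peak over basal fluorescence ratio across a 100 second FLIPR read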
Target sequence (P37288 whole entry, looked up): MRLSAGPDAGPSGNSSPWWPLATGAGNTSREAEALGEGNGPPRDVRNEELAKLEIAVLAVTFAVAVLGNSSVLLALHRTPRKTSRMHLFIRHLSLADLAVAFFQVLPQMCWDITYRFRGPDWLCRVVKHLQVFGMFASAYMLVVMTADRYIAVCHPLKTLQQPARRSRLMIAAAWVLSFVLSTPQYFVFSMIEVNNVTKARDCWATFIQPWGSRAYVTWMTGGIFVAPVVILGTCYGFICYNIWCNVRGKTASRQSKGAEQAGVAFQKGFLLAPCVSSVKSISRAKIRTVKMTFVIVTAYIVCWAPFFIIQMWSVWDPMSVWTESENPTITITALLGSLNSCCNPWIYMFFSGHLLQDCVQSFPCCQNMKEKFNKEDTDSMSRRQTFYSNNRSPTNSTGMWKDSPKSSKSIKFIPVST
OXTR ag – agonists of human oxytocin receptor; AID 2435; activation, % at 3 µM; actives 0.32% (n = 320,000); CHO-OTR cells, Fluo-8 calcium fluorescence; normalized: DMSO 0%, oxytocin 100%;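 active means activation above the mean of all tested compounds plus 3 SD, cutoff set per screening run, cut at about 20% in these data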;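 further: peak over basal fluorescence ratio from a 100 s FLIPR kinetic read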
GPR7 antag – human neuropeptides B/W receptor 1 antagonism. P48145. GPR7-expressing cells, fluorescence antagonist assay. inhibition, % at 4.4 µM. actives 1.1% (n = 290,000); in the data active means inhibition above about 16%, passing the limit was not always enough;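 further: cells stimulated with the agonist NPW; 0% = agonist with vehicle and 100% = vehicle without agonist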
Target sequence (P48145 whole entry, looked up): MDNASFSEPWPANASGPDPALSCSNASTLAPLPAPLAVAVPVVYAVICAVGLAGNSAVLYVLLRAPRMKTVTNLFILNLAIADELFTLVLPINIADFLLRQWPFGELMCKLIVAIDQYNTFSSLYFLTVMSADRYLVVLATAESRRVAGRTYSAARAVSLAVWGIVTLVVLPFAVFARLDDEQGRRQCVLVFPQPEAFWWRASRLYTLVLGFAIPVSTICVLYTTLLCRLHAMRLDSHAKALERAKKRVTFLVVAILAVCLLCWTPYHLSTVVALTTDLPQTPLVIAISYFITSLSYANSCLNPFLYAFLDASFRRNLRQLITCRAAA
OXTR potentiator – potentiators of human oxytocin receptor. activation, % at 3 µM. CHO-OTR cells, Fluo-8 calcium fluorescence, potentiator mode; 0% = oxytocin EC15, 100% = EC100. actives 0.061% (n = 320,000). P30559. AID 2445;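 active means activation above that plate's cutoff, the mean activation of tested compounds plus 3 SD, cut at about 6.6% in these data, passing the limit was not always enough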;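 further: 100% uses oxytocin at 75 nM as the full agonist control; some results filed as inactive read as strong as hits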
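System: human OTR in CHO cells / Also added: sub-maximal oxytocin, roughly EC15 / Control set: EC15 oxytocin low, 75 nM oxytocin high / Schedule: 6 min compound pre-incubation at room temperature, 100 s kinetic read / Compound: single-point 3.0 µM / Replication: singlicate / Technique: Fluo-8 calcium dye fluorescence / Read-out basis: % activation of max/min ratio relative to oxytocin controls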
* marks the source's active call; other numbers are inactive results; · = no result given; & = joins results of further samples; ! = not confirmed by another sample; [ ] = dose if it differs, or a comment. This is a subset; count on the stated rates, not on these rows.

SMILES	MEKK2wt PB1 HTS	NALP1 yeast inh	PfM18AAP inh	MEKK2mut PB1 HTS	GalR3 antagonist	V1R ag counter	OXTR ag	GPR7 antag	OXTR potentiator
CCc1ccc(N2C(=O)NC(=O)/C(=C\c3cc(C)n(-c4cc(C(=O)O)cc(C(=O)O)c4)c3C)C2=O)cc1	102	12	32*	-1	-9	1.2	1.2	11	-4
CCOP(=S)(OCC)Oc1cc(C)oc(=O)c1Cl	89	8	8	-22	2	-0.2	-0.5	-9	-11
Cc1cc(N2CCOCC2)ccc1/C=C1\C(=O)NC(=O)N(c2ccccc2)C1=O	92	-18	9	-10	-2	1.7	-0.3	6	2
N#Cc1ccc(NC(=O)CCNC(=O)c2ccco2)cc1Cl	103	6	5	2	-5	9.1	4.2	-2	-2
CC(=O)Nc1ccc(OCCF)cc1	96	1	0	-2	3	-0.1	-0.4	-7	-7
O=C(CNC(=O)c1ccc(Cl)cc1)Nc1ccc(Br)cc1C(=O)c1ccccc1	101	42	0	1	-8	-0.1	-1.8	-1	-10
COc1ccc(Cn2c(O)c(/C=N/NC(=O)c3ccncc3)c(=O)[nH]c2=O)cc1	93	-14	-19	-15	-4	0.1	-0.6	-15	-17
CC(=O)c1cc(C(C)=O)c(C)[n+](C)c1C	87	22	-9	-18	-1	0.5	-0.2	-7	-4
O=C(C1CCC(=O)N1C1CCCC1)N1CCC2(CC1)OCCO2 (stereo not given)	101	-7	1	2	-3	0.0	0.4	4	-2
COc1cc(C)cc2oc(=O)c(CC(=O)N3C[C@H]4C[C@@H](C3)c3cccc(=O)n3C4)c(C)c12	100	1	-5	-2	-3	0.7	0.6	-9	2
O=c1[nH]c(O)c(N=Nc2ccc(SC(F)F)cc2)c(=O)[nH]1	93	12	7	0	8	0.1	-0.5	-14	1
COc1ccc(CN2C(=O)NC(=O)/C(=C/c3ccc([N+](=O)[O-])s3)C2=O)cc1	92	10	-8	1	-3	6.7	3.5	-8	-15
OCC1(CO)COC(c2cccnc2)N1 (stereo not given)	99	10	2	0	-4	0.0	0.6	16	-4
CCNC(=S)N(C)CCc1cc2c(c(OC)c1C=C1C(=O)N(C)C(=O)N(C)C1=O)OCO2	82	·	-5	-22	0	1.0	0.6	-7	-2
COc1ccc2[nH]cc(CCNCc3cccnc3)c2c1	117	12	-6	5	-4	0.4	0.9	-13	7
CCC1(c2ccc(-c3ccccc3)cc2)C(=O)NC(=O)NC1=O	105	13	-1	5	-8	12	14	21	-20
N[C@@H]1CCCC[C@H]1N.O=C(O)C(=O)O.[Pt]	104	·	·	3	·	0.9	-0.1	·	4
CCCC1(CCC)C(=O)NC(=NCc2ccccc2)NC1=O	114	-11	8	4	-4	0.9	-1.9	1	-14
Cc1cccc(-n2c(O)c(C=Nc3ccc(Br)cn3)c(=O)[nH]c2=O)c1	82	-5	-2	-11	-5	1.5	0.4	-10	-9
Cc1ccc2c(c1)N(C(C)C(=O)N1CCC3(CC1)OCCO3)C(=O)CO2 (stereo not given)	99	2	-1	-1	-10	2.5	0.6	-11	2
COC(=O)C1=C(c2ccc(OC(F)(F)F)cc2)C[C@@H]2CC[C@H]1N2C(=O)NCCO	·	·	·	·	-4	0.8	0.1	·	3
CN1CCCC(C(=O)c2ccc(-c3ccccc3)cc2)C1 (stereo not given)	118	15	-1	8	-2	0.6	3.4	-4	-8
Cc1ccc(N2C(=O)/C(=C/c3ccc(CN(CCC#N)S(C)(=O)=O)o3)C(=O)NC2=S)cc1	96	-1	6	11	·	1.2	0.9	-4	-9
O=c1[nH]c(=O)n(Cc2ccco2)c(O)c1C=NCCN1CCNCC1	106	-4	3	14	-3	0.8	-0.8	-12	-4
COc1ccc(CCn2c(O)c(C=NC3CC3)c(=O)[nH]c2=O)cc1OC	105	10	1	0	-4	1.6	0.6	-6	-7
CCN1CCC2(CCNC2)C1 (stereo not given)	101	16	-4	-3	-1	0.4	1.0	-5	-1
O=c1[nH]c(=O)n(Cc2ccc(F)cc2)c(O)c1C=NCCCn1ccnc1	99	-17	-2	-2	-4	0.1	-0.1	0	1
CS(=O)(=O)Nc1ccc(Cc2noc(-c3ccc4[nH]cc(CCN)c4c3)n2)cc1	156*!	-5	-1	11&14	·	-0.3	-0.6	2	2
COc1cccc(-c2cc(C(F)(F)F)n3nc(C(=O)N4CCC5(CC4)OCCO5)cc3n2)c1	61	-1	-5	-10	-8	-1.0	-0.1	-12	3
CCN1CCN(Cc2cc3c(cc2[N+](=O)[O-])OCO3)CC1	105	16	48*	-1	-6	0.2	-0.1	9	-4
CCCCN1CCC(O)(c2ccccc2)C(C(=O)c2ccccc2)C1 (stereo not given)	107	-3	0	0	-2	1.2	0.7	-5	-1
O=C1NC(=O)N(C2CCCCC2)C(=O)C1C1c2ccccc2C(=O)N1Cc1ccccc1 (stereo not given)	87	8	0	-12	0	0.7	-1.2	-14	-12
O=C(N/N=C/c1c(O)n(Cc2ccccc2)c(=O)[nH]c1=O)c1ccccc1O	96	-63	13	-1	0	1.2	-1.3	-1	-6
CCCCS(=O)(=O)N1CCN(C(=N)N[N+](=O)[O-])CC1	106	21	-1	7	-6	0.8	1.1	-6	-16
C=CCn1c(O)c(/C(CC)=N/NC(=S)Nc2ccccc2)c(=O)[nH]c1=O	88	-6	-19	-14	-1	-1.4	-2.4	-10	-8
CC(Cc1ccccc1)/[N+]([O-])=C\c1ccc(C(F)(F)F)cc1 (stereo not given)	·	·	·	·	-3	-1.4	-2.7	·	1
O=P(C(Cl)Cl)(N1CCOCC1)N1CCOCC1	109	24	-3	4	-9	0.4	1.1	-3	-8
CC(=O)Nc1ccc(OC(=O)N(C)c2ccccc2)cc1	99	16	-8	-1	-3	1.4	0.7	3	-15
Cc1ccc(CN2CCN(Cc3ccccc3F)CC2)cc1	103	4	-8	-5	-3	0.1	-0.5	-8	-12
C=COCCn1c(C)c(C(C)=O)c2cc(O)ccc21	95	18	1	-7	-1	2.6	1.5	-1	1

5 of the compounds above, bar-delimited:
smiles | MEKK2wt PB1 HTS | NALP1 yeast inh | PfM18AAP inh | MEKK2mut PB1 HTS | GalR3 antagonist | V1R ag counter | OXTR ag | GPR7 antag | OXTR potentiator
Cc1cccc(-n2c(O)c(C=Nc3ccc(Br)cn3)c(=O)[nH]c2=O)c1 | 82 | -5 | -2 | -11 | -5 | 1.5 | 0.4 | -10 | -9
COc1ccc(Cn2c(O)c(/C=N/NC(=O)c3ccncc3)c(=O)[nH]c2=O)cc1 | 93 | -14 | -19 | -15 | -4 | 0.1 | -0.6 | -15 | -17
COc1ccc(CCn2c(O)c(C=NC3CC3)c(=O)[nH]c2=O)cc1OC | 105 | 10 | 1 | 0 | -4 | 1.6 | 0.6 | -6 | -7
COc1cccc(-c2cc(C(F)(F)F)n3nc(C(=O)N4CCC5(CC4)OCCO5)cc3n2)c1 | 61 | -1 | -5 | -10 | -8 | -1.0 | -0.1 | -12 | 3
CC(=O)Nc1ccc(OC(=O)N(C)c2ccccc2)cc1 | 99 | 16 | -8 | -1 | -3 | 1.4 | 0.7 | 3 | -15

Additional compounds follow:
SMILES	MEKK2wt PB1 HTS	NALP1 yeast inh	PfM18AAP inh	MEKK2mut PB1 HTS	GalR3 antagonist	V1R ag counter	OXTR ag	GPR7 antag	OXTR potentiator
O=C(c1cccc(Cl)c1)C1CCCN(Cc2cccc3cnccc23)C1 (stereo not given)	102	12	-7	6	-4	2.0	0.1	-5	-6
COc1ccc(C)cc1NC1=NC(C)(C)CS1	104	7	1	2	-8	0.0	-0.4	-5	-10
CC(C)Oc1ccc(C2(C#N)CC[N+](C)(C)CC2)cc1	96	16	1	-1	6	0.7	-0.7	-6	-11
NS(=O)(=O)c1ccc(N2CCNCC2)cc1	94	12	3	-4	1	0.8	1.7	-4	2
NCC1(CC(=O)O)CCCCC1	106	24	-6	0	·	1.2	0.6	-13	6
Cc1cc(C)nc(N2Cc3ccccc3C2=N)n1	100	8	2	-4	-7	0.2	0.4	-14	-3
Cc1cccc(-n2c(C)nc3ccccc3c2=O)n1	110	25	2	4	-6	2.5	0.7	-11	-1
CC(=O)c1c(C)n(Cc2ccccc2Cl)c2ccc(O)cc12	97	25	-5	-10	0	4.2	2.0	-9	0
CC(C)NS(=O)(=O)c1ccc(OCC(=O)N2CCN(C)CC2)cc1	101	46	-8	0	-1	0.6	1.5	-11	-6
Cc1ccccc1CN1CCN(C(=O)Cc2ccccc2)CC1	99	8	-8	-5	1	1.5	-0.5	7	1
Brc1ccccc1CNCCc1ccc2c(c1)OCO2	109	10	0	3	-11	0.1	1.2	-2	4
CC(=O)N1CCCSC1=Nc1ccccc1	106	6	-10	-3	-5	0.1	-0.5	-2	-10
O=P(O)(O)COc1ccccc1O	96	7	-7	-2	1	0.5	1.0	2	-3
COc1ccc(/C=C2\C(=O)NC(=O)N(Cc3ccccc3)C2=O)c(OC)c1OC	89	24	4	1	-1	1.1	0.5	2	-13
NS(=O)(=O)c1cccc(N2CCNCC2)c1	97	2	-5	-6	-14	1.0	0.1	-8	1
Cn1c(O)c(C(=Nc2ccccc2)SCc2ccc(Cl)cc2)c(=O)n(C)c1=O	106	·	6	0	-4	2.4	2.0	-12	-5
C#C[C@]1(O)CC[C@H]2[C@@H]3CCC4=CC(=O)CC[C@]4(C)[C@H]3CC[C@@]21C	99	23	-6	4	·	0.8	0.2	-3	-4
O=C(c1cc2c(s1)CCCC2)N1CCC2(CC1)OCCO2	101	14	1	0	-6	-0.1	-0.8	21	-6
CN(C)C(=O)Oc1ccc2c(=O)c(Oc3ccccc3Br)coc2c1	110	12	-13	10	-8	3.1	-0.3	2	-11
CCNC(=O)[C@H]1O[C@@H](n2cnc3c(N)ncnc32)[C@H](O)[C@@H]1O	98	-7	1	2	-9	-0.1	0.6	-23	-8
Cc1cc(=O)oc2cc(OCC(=O)N3C[C@H]4C[C@@H](C3)c3cccc(=O)n3C4)ccc12	102	16	1	5	-7	0.0	0.0	-9	0
COC(=O)C1=C(c2ccc(F)cc2OCc2ccccc2)C[C@@H]2CC[C@H]1N2C(=O)NCc1cccc(OC)c1	·	·	·	·	-2	2.2	1.6	·	-3
CCCCn1c(N)c(N(CCOC)C(=O)CN2CC=C(c3ccccc3)CC2)c(=O)[nH]c1=O	100	9	5	-2	-4	0.4	0.9	7	-3
O=C(COc1ccccc1)N1CCN(Cc2c[nH]c3ccccc23)CC1	100	-10	3	-5	-2	3.4	5.3	-2	-8
COC(=O)c1ccc(CN2CCN(Cc3ccccc3)CC2)cc1	99	-4	-1	5	-5	0.0	-1.0	-9	-9
Cc1nc2cc(C(F)(F)F)ccc2n1C1CCN(Cc2nnnn2Cc2cccs2)CC1	111	10	-6	3	-6	37*	33*	32*	-12
COC(=O)C1=C(c2ccc(OC(F)(F)F)cc2)C[C@@H]2CC[C@H]1N2C(=O)NCCCOC(C)C	·	·	·	·	-6	0.2	-0.7	·	-2
CCN1C(=O)C(=C/C=C/c2ccco2)C(=O)N(CC)C1=S	59*[inhibitor]	12	12	-3	0	3.9	4.9	-11	-12
O=c1[nH]c(=O)n(CCC2=CCCCC2)c(O)c1C=Nc1cccc(F)c1	100	-1	1	4	-4	-0.5	-0.5	1	0
Cc1cccn2c(=O)c3c(nc12)N1CCc2ccccc2C1C1(C3)C(=O)NC(=O)N(C)C1=O (stereo not given)	103	21	5	7	-4	1.5	3.2	-12	-4
C[C@H]1CCCC(=O)CCC/C=C/c2cc(O)cc(O)c2C(=O)O1	79&107	13	0	-24&4	1	0.4	-0.5	-11	-2
